Runt-SMMHC FRET: inhibitors of human RUNX1 Runt domain binding to CBFb-SMMHC; Cerulean-Runt/Venus-CBFb-SMMHC FRET ratio 530/480, 1 h; inhibition, % at 20 µM; actives 0.74% (n = 220,000); AID 1434;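 active = mean inhibition across duplicate retests at 20 µM reaching about 50%, limit read from the data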;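 also: 0% = DMSO wells and 100% = wells with excess untagged CBFb-SMMHC; inhibitors lower the FRET ratio by blocking Runt binding to CBFb-SMMHC; some results filed as inactive read as strong as hits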
Runt-CBFb FRET: blocks binding of human RUNX1 Runt domain to CBFb; Q01196+Q13951; Cerulean-Runt/Venus-CBFb FRET ratio 530/480, 1 h; inhibition, % at 20 µM; actives 0.46% (n = 220,000); AID 1496;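 active = inhibition over about 50% at 20 µM in the single-dose screen, limit read from the data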;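 also: 0% = DMSO wells and 100% = excess unlabeled CBFb competitor control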
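Reagent – Venus-CBFb binding partner, 100 nM · Assay system – Cerulean-tagged RUNX1 Runt domain (FRET donor) fusion protein · Input – 100 nM per protein · Incubation – two 1 h room-temperature incubations shielded from light · Measured by – FRET fluorescence · Medium – Tris buffer pH 7.5 with salts and BSA · Benchmarks – unlabeled CBFb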
EBV gp42 inh: EBV gp42 inhibition; Q1HVG2; Fluorescence polarization binding assay, mP read-out; inhibition, % (tested at 21.74 µM); actives 0.42% (n = 220,000); in the data active = inhibition above about 50%
p47phox inh: blocks human p47phox regulatory protein of NADPH oxidases; P14598; p47phox/p22phox peptide binding, fluorescence polarization, 2 h; inhibition, % at 24.7 µM; actives 0.53% (n = 220,000);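 active = inhibition above about 30%, limit read from the data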;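 also: 0% = p47phox with labelled peptide and 100% = labelled peptide alone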
Target sequence (P14598 whole entry, looked up): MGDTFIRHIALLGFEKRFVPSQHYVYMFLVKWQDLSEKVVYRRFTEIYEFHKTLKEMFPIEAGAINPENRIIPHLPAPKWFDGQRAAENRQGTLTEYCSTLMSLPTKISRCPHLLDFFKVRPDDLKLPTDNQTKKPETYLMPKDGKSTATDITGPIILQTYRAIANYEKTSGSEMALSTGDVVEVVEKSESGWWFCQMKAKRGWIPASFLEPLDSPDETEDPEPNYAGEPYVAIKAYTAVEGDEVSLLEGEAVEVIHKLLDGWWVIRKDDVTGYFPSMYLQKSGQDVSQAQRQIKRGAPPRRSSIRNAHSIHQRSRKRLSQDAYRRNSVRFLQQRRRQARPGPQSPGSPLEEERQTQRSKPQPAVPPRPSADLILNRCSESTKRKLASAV
Tb hexokinase: T. brucei hexokinase 1 inhibition. recombinant TbHK1, G6PDH-coupled NADH A340. inhibition, % at 10 µM. actives 0.11% (n = 220,000). AID 1430;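 active = inhibition of 50% or more in the single-dose primary screen; inactive = inhibition below 50%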
14-3-3 Bad inh: disrupts binding of bovine 14-3-3 zeta to phospho-Bad peptide. actives 0.71% (n = 220,000). P63103. TR-FRET 14-3-3zeta/Dy647-pBad peptide displacement, 1 h. inhibition, % at 21.7 µM;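 active = inhibition above about 70%, limit read from the data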;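 also: 0% = full 14-3-3 plus peptide FRET controls and 100% = background without 14-3-3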
zVAD death inh: blocks zVAD induced death of L929 cells; L929 zVAD necroptosis rescue, ATP luminescence, 24 h; with zVAD 60 µM; viability rescue, % at 10 µM; actives 0.38% (n = 220,000);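 active = activation, scaled between plate controls, above about 75%, limit read from the data; inactive = activation under that limit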;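 also: 0% = zVAD with DMSO and 100% = DMSO alone without zVAD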
Hck Nef HTS: inhibitors of human Hck kinase activated by Nef | Recombinant Hck-YEEI plus Nef, Z-Lyte FRET kinase assay | P08631 | inhibition, % at 20 µM | actives 0.68% (n = 220,000);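 active = Hck-Nef kinase inhibition above about 50%, limit read from the data; inactive = inhibition below that limit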;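 also: 0% = DMSO with Hck plus Nef and 100% = Hck alone without Nef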
Target sequence (P08631 whole entry, looked up): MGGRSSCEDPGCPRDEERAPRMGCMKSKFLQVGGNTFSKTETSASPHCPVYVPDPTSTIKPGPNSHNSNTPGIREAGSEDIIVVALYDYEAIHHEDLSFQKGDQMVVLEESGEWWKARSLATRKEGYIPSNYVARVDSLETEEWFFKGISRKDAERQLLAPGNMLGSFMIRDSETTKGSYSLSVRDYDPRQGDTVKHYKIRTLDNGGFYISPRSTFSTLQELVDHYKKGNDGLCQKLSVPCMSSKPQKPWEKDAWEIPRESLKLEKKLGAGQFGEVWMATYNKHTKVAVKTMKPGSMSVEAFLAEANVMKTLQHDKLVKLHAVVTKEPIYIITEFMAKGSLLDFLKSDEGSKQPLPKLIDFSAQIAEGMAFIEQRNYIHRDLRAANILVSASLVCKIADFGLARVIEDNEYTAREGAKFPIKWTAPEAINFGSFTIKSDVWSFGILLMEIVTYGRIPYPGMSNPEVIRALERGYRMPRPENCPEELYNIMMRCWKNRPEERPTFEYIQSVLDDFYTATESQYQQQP
Mdm2 ligase inh: blocks human Mdm2 ubiquitin ligase activity | Q00987 | cell-based MDM2 ubiquitination luciferase reporter, 2 h; 0 = plate control, 100 = twice control, blank-subtracted | signal enhancement, % at 5 µM | actives 0.11% (n = 210,000);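 active = signal enhancement of 30% or more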;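 also: luminescence tracks abundance of the self-degrading MDM2-luciferase fusion protein; higher signal means inhibition of MDM2 E3 ligase activity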
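Material: Stable MDM2–luciferase fusion reporter cells | Amount: 2000 cells seeded into each well | Dosing: One concentration, 5 µM, with 0.2% DMSO | Incubation: 4 h cell settling then 2 h compound exposure, 37 °C | Measured by: Luciferase luminescence | Read-out basis: % enhancement relative to plate controls after blank subtraction | Benchmarks: Control and blank well means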
The depositor's hits bear a star; · = not tested or not shown; [ ] = remark or other dose.

SMILES	Runt-SMMHC FRET	Runt-CBFb FRET	EBV gp42 inh	p47phox inh	Tb hexokinase	14-3-3 Bad inh	zVAD death inh	Hck Nef HTS	Mdm2 ligase inh
Cc1cc(C)c(C#N)c(SCC(=O)Nc2ccc(S(=O)(=O)Nc3onc(C)c3C)cc2)n1	1	1	-20	-14	-1	0	1.4	-3	-14
CC1CN(c2oc(Cc3cccc4ccccc34)nc2C#N)CC(C)O1 (centres undefined)	-4	1	-13	-4	-7	1	0.1	1	-3
O=C(Cc1n[nH]c(=O)c2ccccc12)OCC(=O)N(Cc1ccccc1)Cc1ccccc1	-6	0	-25	-10	-1	-3	-0.5	11	-15
CC12CCC(C(=O)Nc3nc4ccccc4s3)(OC1=O)C2(C)C (centres undefined)	13	0	-8	-7	-8	-3	4.9	16	-13
O=C(Cc1ccc(Cl)cc1)NCc1nc(-c2ccccc2)no1	0	-1	-8	2	-4	0	0.7	-11	-12
CCOc1cc(NC(=S)NCC2CCCO2)c(OCC)cc1NC(=O)CC(C)C (centres undefined)	4	1	-15	-7	-7	-5	3.6	24	0
COC(=O)c1c(NC(C)=O)sc(C(=O)Nc2ccccc2C)c1C	-3	-1	-12	-2	-4	-2	2.6	15	8
COCC(C)n1c(C)cc(C(=O)CSc2ccc(NC(C)=O)cc2)c1C (centres undefined)	0	3	-22	1	-15	4	0.1	3	-22
CCC(C)NCC(=O)Nc1ccc([N+](=O)[O-])cc1C(=O)Nc1ccccc1F (centres undefined)	2	1	4	3	-1	6	-0.4	-23	4
O=C(NC(=O)N1CCSCC1)c1c(Cl)cccc1Cl	3	1	-14	-6	8	1	0.9	26	-14
Cc1ccccc1NC(=O)/C(=C/c1ccco1)c1ccccc1	-1	-1	-18	-5	-14	4	0.5	0	-11
Cc1cccc(OCC(=O)Nc2ccccc2F)c1	3	0	1	-2	-4	-19	-0.1	20	-1
CSCCC(=O)N1CCCC(CNC(=O)c2ccc(-c3ccccc3)cc2)C1 (centres undefined)	·	·	-7	-4	1	-5	2.5	23	-10
O=C(c1cccs1)N1CCC(c2nc(-c3ccc(S(=O)(=O)N4CCOCC4)cc3)no2)CC1	3	1	-16	9	-12	-5	-0.1	-1	-19
O=C(Nc1cc(C(F)(F)F)ccc1N1CCCCC1)c1cccc([N+](=O)[O-])c1	2	2	13	-3	7	-2[fluorescence artefact?]	0.7	-1	-5
O=C(NCc1ccccc1)/C(NC(=O)c1ccccc1)=C(/Sc1ccccn1)c1ccccc1	1	-3	-1	2	2	-10	-0.2	9	-11
COc1ccc(Cn2c(=O)cc(C)[nH]c2=S)cc1	-2	2	-11	-1	-2	-5	0.5	20	4
Cc1ccc(CNC(=O)CSc2nc3ccsc3c(=O)n2Cc2ccc(C(=O)O)cc2)cc1	-1	0	-7	1	-2	9	1.4	27	0
Cc1cc(C)cc(OCC(=O)NN2C(=O)c3ccccc3C2=O)c1	2	-3	-9	-28	-1	2	0.0	2	12
O=C(Nc1ccccc1)c1ccc(NCc2ccco2)c(S(=O)(=O)N2CCOCC2)c1	0	3	-1	-25	-6	-8	-0.9	8	1
Cc1cccc(NC2=C(Cl)C(=O)OC2OC(=O)c2ccco2)c1 (centres undefined)	-1	0	5	5	-6	-7	1.5	21	-4
O=C(O)c1ccccc1/C=N/Nc1ccc(S(=O)(=O)N2CCCC2)cc1[N+](=O)[O-]	-2	-4	1	-8	-58	-7	1.2	7	-7
CN(CCC#N)C(=O)COC(=O)c1ccc(Cl)cc1O	-1	0	7	3	5	0	0.3	-20	-5
CCOc1ccccc1-c1c2cc(O)c(=O)cc-2oc2cc(O)c(O)cc12	-166	-24	153*	-262	-3	1	3.0	2	-13
O=C(O)CSc1ncnc2scc(-c3ccccc3)c12	-2	-1	1	-4	10	-6	-0.3	14	-2
CNS(=O)(=O)c1ccc(NC(=O)c2cnn3c(C(F)F)cc(-c4ccccc4)nc23)cc1	-7	-6	7	-49	-13	4	-0.1	27	-6
O=C(O)/C(=C\c1cn(-c2ccccc2)nc1-c1cccnc1)NC(=O)c1ccccc1	0	0	0	-16	-8	-2	1.1	-1	-15
CCOC(=O)c1c(CSC(=N)N)n(-c2ccccc2)c2cc(Br)c(OC(C)=O)cc12	3	-2	-3	-4	-2	1	32	24	-13
C=C(C)c1cccc(C(C)(C)NC(=O)NCC2COCCO2)c1 (centres undefined)	5	0	-18	-10	-3	4	0.3	-4	-4
CC1CCCN(S(=O)(=O)c2ccc(S(=O)(=O)N3CCC4(CC3)OCCO4)cc2)C1 (centres undefined)	5	2	-6	2	6	10	0.8	-2	2

Brought forward from above: 3 compounds, followed by the next part.
SMILES	Runt-SMMHC FRET	Runt-CBFb FRET	EBV gp42 inh	p47phox inh	Tb hexokinase	14-3-3 Bad inh	zVAD death inh	Hck Nef HTS	Mdm2 ligase inh
CCOC(=O)c1c(CSC(=N)N)n(-c2ccccc2)c2cc(Br)c(OC(C)=O)cc12	3	-2	-3	-4	-2	1	32	24	-13
C=C(C)c1cccc(C(C)(C)NC(=O)NCC2COCCO2)c1 (centres undefined)	5	0	-18	-10	-3	4	0.3	-4	-4
CC1CCCN(S(=O)(=O)c2ccc(S(=O)(=O)N3CCC4(CC3)OCCO4)cc2)C1 (centres undefined)	5	2	-6	2	6	10	0.8	-2	2
COc1ccc(NCc2ccccc2[N+](=O)[O-])cc1OC	-2	-2	-8	-3	1	32[fluorescence artefact?]	0.0	9	-17
Cc1nc2ccccc2n1CC(=O)NC1CCCCCC1	-2	1	-16	-11	-8	-2	-0.7	7	-15
COc1ccc(Cn2nnnc2C(CC(C)C)N2CCC(C(N)=O)CC2)cc1 (centres undefined)	-1	0	-23	-13	3	-2	-1.5	20	-8
CCOC(=O)Cc1csc(SCc2nc3sc4c(c3c(=O)[nH]2)CCC4)n1	-3	-1	-6	-9	-6	-5	-0.1	-2	-13
COC(=O)c1c(N2C(=O)Nc3ccccc3N2O)sc(C)c1C	-2	1	-17	2	-8	-7	5.2	18	-19
O=C1c2ccccc2NC(c2ccc3c(c2)OCO3)N1O (centres undefined)	1	-1	-3	-3	17	-3	1.0	3	0
O=C(Nc1nc2cc3c(cc2s1)OCO3)c1cccc(N2C(=O)CCC2=O)c1	-4	3	-11	-14	-26	-3	-1.0	13	-18
CC1CCN(c2ccc(NC(=O)c3cccnc3Cl)cc2)CC1	·	·	-12	-17	-6	2	25	18	-3
COCCn1c(SCC(=O)Nc2ncc(Cl)c(C)c2Cl)nc2ccccc21	1	-4	-5	-13	12	1	0.2	2	-8
COc1ccc(COc2cc(-c3cccc(OC)c3)nc3ccc(NC(=O)c4ccccc4)cc23)cc1	-1	-12	-6	-9	-21	-4	13	-5	·
Cc1ccc(NC(=O)C2CCCN(C(=O)c3ccc(Cl)cc3)C2)cc1 (centres undefined)	-2	0	-6	-4	-4	-5	1.1	31	-4
COc1ccc(-c2nn(-c3ccccc3)cc2/C=N/NC(=O)c2cccc(S(=O)(=O)Nc3ccccc3OC)c2)cc1	0	-5	-5	-12	-15	-19	1.8	2	16
N#Cc1cc(N)ccc1Sc1ccc(Cl)cc1	1	-3	-4	-19	1	-7	0.2	1	-34
CC(=O)Nc1nc(-c2ccc(Cl)cc2)ns1	-3	0	-23	-18	-2	-3	0.2	4	-17
O=C(COC(=O)c1ccc[nH]c1=O)Nc1ccc(S(=O)(=O)N2CCCC2)cc1	-3	-3	-17	-2	8	-3	0.3	28	·
COc1ccccc1/C=C/C=N/n1c(-c2ccc(C)cc2)n[nH]c1=S	13	6	-3	3	-16	5	0.3	1	1
O=C(NCCCn1ccnc1)C(F)(F)C(F)(F)C(=O)NCCCn1ccnc1	-6	0	-11	-3	-1	8	0.7	0	-12
CCOc1ccc(Cc2n[nH]c(=S)n2N)cc1	10	18	-15	-9	36	-38	1.1	1	-3
CCOC(=O)N1CCN(C(=O)c2ccc3nc(N4CCC(C)CC4)sc3c2)CC1	-4	-1	-20	-7	5	-2	0.7	2	-7
COc1c2ccoc2c(OC)c2oc(=O)ccc12	1	3	-9	2	-19	-4	1.6	33	-45
O=C(O)c1ccc(CNC(=O)c2ccccc2NC(=O)c2cccc([N+](=O)[O-])c2)cc1	3	2	-10	-4	0	-9	2.6	20	17
O=C(N/N=C/c1cccnc1)c1cc(-c2cccs2)nc2ccccc12	2	-2	5	-2	-17	-11	·	7	-10
Cc1ccc(NC(=O)CSc2nsc(SCC(=O)Nc3ccc(C)cc3C)c2C#N)c(C)c1	0	1	-11	8	17	5	0.2	1	-7
CN(C)c1nc(N(C)C)nc(N2CC(CCl)OC2=N)n1 (centres undefined)	2	-2	-17	5	-8	-4	1.0	22	5
CCOc1cc(CNn2cnnc2SCC(=O)NC(C)(C)C)ccc1OCC(=O)NC(C)(C)C	2	-2	-3	2	-5	-15	-0.2	-11	-14
CSc1ccccc1NC(=O)COC(=O)c1c[nH]c(=O)[nH]c1=O	-10	1	-8	-4	-3	1	0.4	13	7
CCOC(=O)C(C)Sc1nnc(CNC(=O)c2ccc(OC)cc2)n1C1CCCCC1 (centres undefined)	-4	-3	-26	-4	39	1	0.2	2	-4
O=C(CSC1=NCCS1)Nc1ccnc2ccccc12	-2	1	-20	-11	4	2[fluorescence artefact?]	0.3	-6	-12
CCC(=O)NCCCCCCNC(=O)CC	4	1	-6	-6	-6	-5	0.5	-2	-17
O=C(Nc1cc(C(F)(F)F)ccc1Cl)C(Sc1nnc(-c2cccs2)o1)c1ccccc1 (centres undefined)	3	2	-13	-31	-9	-5	1.4	4	0
CC(NC(=O)CCc1nnc(CCCc2ccccc2)o1)c1ccccc1 (centres undefined)	·	·	2	4	-2	-10	0.0	17	19
Cc1ccc(S(=O)(=O)NC(=O)NC(=O)N(C)S(=O)(=O)c2ccc(C)cc2)cc1	-3	-1	-10	-2	1	5	0.4	9	-12
Cc1c(C(=O)NCc2ccc3c(c2)OCO3)cccc1[N+](=O)[O-]	3	-1	-1	-9	-5	-16	-0.5	4	-17
O=C(NCCn1ccc2ccccc21)c1ccc(S(=O)(=O)N2CCCCC2)cc1	-2	-2	11	-6	0	6	9.7	3	-9
CCOc1ccccc1NC(=S)Nc1ncccc1C	13	16	14	-7	-2	0[fluorescence artefact?]	0.6	1	-14
COc1cccc(NC(=O)CSc2nc(C)cs2)c1	-2	4	-9	-11	-1	10	-0.6	4	-9
Cc1ccc(Nc2nc3c([nH]2)c(=O)[nH]c(=O)n3C)cc1	0	0	-5	2	-2	-1[fluorescence artefact?]	0.1	10	-2
CCOC(=O)c1cccc(NS(=O)(=O)Cc2ccccc2)c1	-2	17	3	2	1	-2	1.1	24	-10

In another format: entries from further up
molecule | Runt-SMMHC FRET | Runt-CBFb FRET | EBV gp42 inh | p47phox inh | Tb hexokinase | 14-3-3 Bad inh | zVAD death inh | Hck Nef HTS | Mdm2 ligase inh
COc1c2ccoc2c(OC)c2oc(=O)ccc12 | 1 | 3 | -9 | 2 | -19 | -4 | 1.6 | 33 | -45
O=C(NCc1ccccc1)/C(NC(=O)c1ccccc1)=C(/Sc1ccccn1)c1ccccc1 | 1 | -3 | -1 | 2 | 2 | -10 | -0.2 | 9 | -11
